Compound activity as filed in PubChem BioAssay.
GLA spleen mod: qHTS Assay for Inhibitors and Activators of Human alpha-Galactosidase From Spleen Homogenate; human spleen homogenate, 4MU-alpha-Gal fluorescence, 40 min; 240,000 compounds, 0.008% hits; Potency, µM (top dose mostly 80 µM), for inactives: at the top dose activity change, negative = inhibition, most hits filed as inhibitors; Alpha-galactosidase A (Homo sapiens), P06280;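 also: 0% = enzyme with vehicle and -100% = no enzyme basal signal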
Target sequence (P06280 32-429 limits assumed): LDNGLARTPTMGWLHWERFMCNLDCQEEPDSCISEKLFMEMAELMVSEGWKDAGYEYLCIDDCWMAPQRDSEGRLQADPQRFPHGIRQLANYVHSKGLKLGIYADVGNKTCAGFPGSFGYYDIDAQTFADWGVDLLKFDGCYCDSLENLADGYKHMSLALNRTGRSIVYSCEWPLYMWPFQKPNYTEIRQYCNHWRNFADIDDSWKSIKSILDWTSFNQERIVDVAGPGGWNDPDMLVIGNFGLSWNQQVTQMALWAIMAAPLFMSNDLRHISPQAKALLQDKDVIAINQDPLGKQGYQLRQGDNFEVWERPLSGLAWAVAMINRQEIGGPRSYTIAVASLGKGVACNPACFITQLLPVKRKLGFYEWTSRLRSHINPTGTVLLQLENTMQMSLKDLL
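qHTS titration in buffer at pH 5.0. Alpha-galactosidase activity in spleen homogenate was measured via 4-methylumbelliferone release from 1 mM fluorogenic substrate after 40 min at 37C and a pH 10 stop. AC50 came from Hill fits of control-normalized data.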
HTT cytoprotect: qHTS Multiplex Assay to Identify Dual Action Probes in a Cell Model of Huntington: Cytoprotection (ATP); 230,000 compounds, 0.14% hits; Potency, µM (highest dose often 56.4 µM), inactives show cytoprotection (ATP increase), hits mostly activators; PC12 HTT-Q103 induced, cytoprotection, ATP luminescence, 40 h; AID 1471, 2008;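 also: % of control where 0% means no effect; nearly all actives have a fitted effect of over 45% in size; toxic huntingtin expression switched on by the ecdysone agonist tebufenozide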
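Readout: ATPlite luminescence (ATP level). Model: stable PC12, inducible Htt exon1 Q103-GFP. Inducer: tebufenozide, 100 nM final. Compounds: dose series. No G418 in medium.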
Tau fibril ThT: qHTS for Inhibitors of Tau Fibril Formation, Thioflavin T Binding | Microtubule-associated protein tau (Homo sapiens), P10636 | recombinant tau K18 P301L, heparin-induced fibrillization, ThT fluorescence | Potency, µM (series often up to 57.4 µM), inactives show at the highest dose activity, negative = inhibition, hits mostly inhibitors | 270,000 compounds, 2.1% hits | AID 1460, 2008; also: % is scaled to controls: 0 for no effect and ±100 for the full control effect; nearly all actives have a fitted effect of over 55% in size
Target sequence (P10636 561-689 P618L limits assumed): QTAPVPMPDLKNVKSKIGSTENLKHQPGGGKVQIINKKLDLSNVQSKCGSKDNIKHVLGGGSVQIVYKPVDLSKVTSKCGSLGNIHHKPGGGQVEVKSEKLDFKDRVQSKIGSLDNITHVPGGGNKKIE
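Heparin-induced (20 uM) aggregation of recombinant human K18 P301L tau, 15 uM unlabeled with 0.24 uM labeled, pH 7 acetate buffer, 6 hr at 37 C with compound. Fibrils quantified by 30 uM ThT fluorescence after 1 hr ambient incubation.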
Tau fluor counter: Counterscreen qHTS for Inhibitors of Tau Fibril Formation, Fluorescence Polarization; tau K18 P301L Alexa594 fluorescence, heparin fibrillization; Potency, µM (highest dose often 57.7 µM), without a hit: at the top dose activity change, negative = decrease; 280,000 compounds, 0.93% hits; also: % is scaled to controls: 0 for no effect and ±100 for the full control effect; nearly all actives have a fitted effect of over 55% in size
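Human tau K18 P301L (15 uM unlabeled, 0.24 uM Alexa 594-labeled) in 100 mM sodium acetate pH 7 with 20 uM heparin, 6 hr at 37 C. ThT 30 uM added, 1 hr ambient; Alexa 594 FP and total fluorescence read at 555/632 nm.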
GAA inhib: qHTS Assay for Inhibitors of Human alpha-Glucosidase as a Potential Chaperone Treatment of Pompe Disease; Lysosomal alpha-glucosidase (Homo sapiens), P10253; purified human GAA, 4-MU-alpha-glucoside fluorescence; Potency, µM (titrated, usually from 76.9 µM), without a hit: at the highest dose activity change, negative = inhibition, most hits filed as inhibitors; 200,000 compounds, 0.005% hits; AID 1466, 2008;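 also: plate controls were uninhibited enzyme wells for no effect and no-enzyme background for full effect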
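Fluorescence at Ex 365/Em 440 nm from 4-methylumbelliferone reported enzyme activity after 20 min at room temperature. Reactions used 4 nM enzyme and 400 uM substrate at pH 5.0; curves fitted with the Hill equation.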
GAA glycogen mod: qHTS Assay for Inhibitors and Activators of Human alpha-Glucosidase Cleavage of Glycogen | Lysosomal alpha-glucosidase (Homo sapiens), P10253 | recombinant GAA, glycogen substrate, Amplex Red glucose oxidase fluorescence | Potency, µM (titrated, usually from 76.4 µM), for the others: top-dose activity change, negative = inhibition, most hits filed as inhibitors | 300,000 compounds, 0.38% hits | AID 2100, 2009;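 also: 0% = full enzyme reaction and -100% = no-enzyme basal signal; the screen sought inhibitors and activators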
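Recombinant human enzyme (4 nM); glycogen substrate; 37 C, 40 min, pH 5.0. Readout: coupled glucose oxidase/Amplex Red fluorescence.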
GAA spleen mod: qHTS Assay for Inhibitors and Activators of Human alpha-Glucosidase From Spleen Homogenate; Potency, µM (highest dose often 79.9 µM), without a hit: top-dose activity change, negative = inhibition, most hits filed as inhibitors; Lysosomal alpha-glucosidase (Homo sapiens), P10253; human spleen homogenate, 4-MU-alpha-glucoside fluorescence; AID 2112, 2009; 240,000 compounds, 0.006% hits;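 also: 0% = enzyme with vehicle and -100% = no enzyme basal signal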
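Compounds were titrated against alpha-glucosidase in spleen homogenate at pH 5.0, with 1 mM 4-methylumbelliferyl substrate for 40 min at 37 C. Reactions were quenched with pH 10 NaOH/glycine and fluorescence measured.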
Tau fibril FP: qHTS for Inhibitors of Tau Fibril Formation, Fluorescence Polarization; Microtubule-associated protein tau (Homo sapiens), P10636; K18 P301L tau heparin fibrillization, Alexa594 FP, 6 h; Potency, µM (titrated, usually from 57.7 µM), without a hit: top-dose activity, negative = inhibition, hits mostly inhibitors; 280,000 compounds, 0.39% hits; AID 1468, 2008; also: % is scaled to controls: 0 for no effect and ±100 for the full control effect; nearly all actives have a fitted effect of over 55% in size
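Human K18 P301L fragment (15 uM unlabeled plus 0.24 uM Alexa 594-labeled) in 100 mM sodium acetate pH 7 with compound, aggregation induced by 20 uM heparin for 6 hr at 37 C. ThT (30 uM) added for 1 hr, then Alexa 594 FP read.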
An asterisk follows results filed as active; ? = inconclusive; · = no result given; [ ] = another dose, or the depositor's remark. Calls follow the shape of the dose curve; as a rule, active = well fitted curve in the direction sought with a large enough effect; inconclusive = small, poorly fitted or top-dose-only effect, or another doubt; inactive = no such curve, though single readings can be large; an effect the other way counts as inactive or inconclusive. Potency is read from the fitted curve at half-maximal effect.

Sample of the layout (2 entries):
(1) Nc1ccc(C(=O)OCC(=O)Nc2ccc3c(c2)OCO3)cc1[N+](=O)[O-]
(2) CCN(CC)C(NC(=O)Cc1ccccc1)C(Cl)(Cl)Cl (configuration not stated)
assay / entry | 1 | 2
GLA spleen mod | 3% | 1%
HTT cytoprotect | 11%[10 µM] | -5%
Tau fibril ThT | 8% | -15%
Tau fluor counter | 3% | -2%
GAA inhib | 7% | -4%
GAA glycogen mod | 7% | 3%
GAA spleen mod | -8% | -1%
Tau fibril FP | 8% | -5%

The list itself, from the start:
(1) Nc1ccc(C(=O)OCC(=O)Nc2ccc3c(c2)OCO3)cc1[N+](=O)[O-]
(2) CCN(CC)C(NC(=O)Cc1ccccc1)C(Cl)(Cl)Cl (configuration not stated)
(3) CN(C)C(=O)c1ccc(NC(=O)c2cncc(Br)c2)cc1
(4) Cc1cc(=O)[nH]c(SCC(=O)Nc2ccc(Br)cn2)n1
(5) Cc1ccccc1-c1nc(CN2CCC(C(=O)N3CCN(c4ccccn4)CC3)CC2)c(C)o1
(6) O=C1CC(c2ccc(F)cc2)Cc2nc(N3CCOCC3)ncc21 (configuration not stated)
(7) O=C(O)CCN1C(=O)C2C3C=CC(C3)C2C1=O (configuration not stated)
(8) COC(=O)c1c(NC(=O)c2ccc(S(=O)(=O)N3CCOCC3)cc2)sc2c1CCN(C)C2
assay / entry | 1 | 2 | 3 | 4 | 5 | 6 | 7 | 8
GLA spleen mod | 3% | 1% | -1% | -1% | 3% | 10% | -2% | -3%
HTT cytoprotect | 11%[10 µM] | -5% | 20%[10 µM] | -4%[10 µM] | -21% | -35% | -4% | -8%[10 µM]
Tau fibril ThT | 8% | -15% | -2% | -16% | -18% | 1% | -1% | -20%
Tau fluor counter | 3% | -2% | 0% | -6% | -6% | 0% | 3% | -6%
GAA inhib | 7% | -4% | 0% | -9% | -12% | 1% | -5% | -4%
GAA glycogen mod | 7% | 3% | 6% | -7% | -7% | -8% | -3% | 0%
GAA spleen mod | -8% | -1% | -11% | -8% | 1% | 4% | -10% | 1%
Tau fibril FP | 8% | -5% | 4% | 6% | 3% | 0% | 0% | 10%

(9) Cc1cc(C)n(-c2ccc(C(=O)Nc3nnc(C4CC4)s3)cc2)n1
(10) Cc1cc2cc(C)c(NCCNC(=O)c3cccs3)nc2cc1C
(11) COc1ccc(SN=C2C(C)=CC(=O)C=C2C)cc1
(12) COc1cc(S(=O)(=O)Nc2cc(C)cc(C)c2)ccc1F
(13) O=C(CCC1COc2ccccc2O1)N1CCCC1 (configuration not stated)
(14) O=C(CCS(=O)(=O)c1cc(Br)cc2c1N(C(=O)C1CC1)CC2)N1CCN(c2ccccn2)CC1
(15) Cn1nnc2cc(C(=O)N3CCN(c4ccccc4)CC3)ccc21
(16) C#Cc1ccc([C@H]2C=C(C(=O)Nc3ccccc3)O[C@@H](OCc3ccc(CO)cc3)C2)cc1
assay / entry | 9 | 10 | 11 | 12 | 13 | 14 | 15 | 16
GLA spleen mod | -7% | -1% | -7% | -1% | 2% | 4% | -9% | 1%
HTT cytoprotect | 10%[10 µM] | -11%[10 µM] | 0%[10 µM] | -14%[10 µM] | -8% | -19% | 1% | -7%[10 µM]
Tau fibril ThT | -16% | 16% | 2.8µM* | 6% | -7% | -8% | -17% | -9%
Tau fluor counter | 4% | 15% | ? | 0% | -1% | -5% | -14% | -22%
GAA inhib | 0% | 14% | -4% | -1% | -5% | -6% | 2% | ·
GAA glycogen mod | -4% | 4% | 2% | -8% | 2% | 4% | 4% | -9%
GAA spleen mod | -2% | 3% | -14% | -2% | 1% | 0% | -17% | -3%
Tau fibril FP | -5% | 6% | ? | 6% | 0% | -6% | 0% | -5%

(17) COc1ccc(C)cc1NC(=O)CSc1nc2ccccc2nc1N1CCOCC1
(18) CCc1ccccc1NC(=O)Nc1ccc2c(c1)OCO2
(19) COCCNC(=O)c1ccccc1N(Cc1ccccc1)S(=O)(=O)c1ccc(C)cc1
(20) Cc1ccc(-n2nc3ccc(NC(=O)/C=C/c4ccco4)cc3n2)cc1
(21) O=C(Cn1cncn1)NCc1cc(F)ccc1F
(22) COc1ccc2c(c1)CCc1c(C(=O)Nc3c(C)nn(Cc4ccc(C)cc4)c3C)noc1-2
(23) Cc1ccc(C2/C(=C(/O)c3ccc(Br)cc3)C(=O)C(=O)N2Cc2ccco2)o1 (configuration not stated)
(24) O=C(Nc1ccc(/C=C/c2nc3ccccc3o2)cc1)c1c(F)cccc1F
assay / entry | 17 | 18 | 19 | 20 | 21 | 22 | 23 | 24
GLA spleen mod | · | -7% | 4% | -2% | -5% | · | -9% | 5%
HTT cytoprotect | · | -1%[10 µM] | 29%[10 µM] | 5%[10 µM] | -11% | · | 11% | 0%[10 µM]
Tau fibril ThT | ? | 7% | 3% | -17% | 0% | -10% | -9% | -12%
Tau fluor counter | -28% | 3% | 5%[2.34 µM] | -26% | 4% | -4% | 2% | ?
GAA inhib | · | ? | -1% | 0% | 1% | · | 0% | 4%
GAA glycogen mod | -10%[76.3 µM] | 6% | -9% | 5% | 0% | 6%[76.3 µM] | -11% | 6%
GAA spleen mod | · | -4% | 5% | 0% | -6% | · | -5% | 5%
Tau fibril FP | -10% | -1% | -8%[2.34 µM] | -6% | 8% | 7% | -10% | -3%

(25) Cc1cccc2cc3c(NC(=O)CC(C)C)nn(C)c3nc12
(26) O=C(c1ccccc1)c1cccc(NC(=O)C2CC2)c1
(27) CC(=O)NC(=S)Nc1cccc2ccc(C)nc12
(28) O=S(=O)(c1ccccc1)N1CCC(N2CCN(c3ccccc3)CC2)CC1
(29) CCN(CC)C(=O)Cn1cnc2sc(C(=O)N3CCN(c4ccc(OC)cc4)CC3)c(C)c2c1=O
(30) O=C(NC(=S)Nc1ccc(CN2CCCCC2)cc1)c1cc2ccccc2o1
(31) CC(=O)c1cccc(NC(=O)Cc2ccc3c(c2)CCCC3)c1
(32) COC(=O)c1ccc(NC(=O)CSc2nc(C)cc(C)c2C(=O)Nc2ccccc2)cc1
assay / entry | 25 | 26 | 27 | 28 | 29 | 30 | 31 | 32
GLA spleen mod | 8% | -2% | -6% | 16% | -2% | 20% | -7% | ·
HTT cytoprotect | -4% | 7% | 26%[10 µM] | -5% | 26% | 12%[10 µM] | -13% | ·
Tau fibril ThT | -3% | -7% | 4% | 5% | -9% | -15% | -4% | 9%
Tau fluor counter | -5% | -16% | 9% | 2% | -7% | -10% | -12% | -25%
GAA inhib | ? | ? | · | ? | 0% | · | ? | ·
GAA glycogen mod | 6% | 4% | -6% | 2% | -1% | -6% | 12% | 4%[76.3 µM]
GAA spleen mod | 0% | 0% | -7% | -19% | -5% | 7% | -7% | ·
Tau fibril FP | -14% | -3% | 5% | -15% | 12% | 4% | -7% | ?

(33) CCN(CC#CCC1(O)c2ccccc2-c2ccccc21)CCO
(34) O=C(CSc1ncn[nH]1)Nc1ncc(C(F)(F)F)cc1Cl
(35) CC(=C\c1ccco1)/C=C1/SC(=S)N(CC(=O)O)C1=O
(36) O=C(/C=C/c1ccco1)Nc1scc(-c2ccccc2)c1C(=O)O
(37) COCCn1c(=NC(=O)CN2C(=O)CCC2=O)sc2cc(S(N)(=O)=O)ccc21
(38) CCn1c(SCC(=O)Nc2nccs2)nnc1-c1ccc(S(=O)(=O)N2CCCCC2)cc1
(39) CCN(CC)CCNC(=O)C1CCN(C(=O)c2cnn(-c3ccccc3)c2-n2cccc2)CC1
(40) O=C(CSc1nc(-c2ccccc2Cl)ns1)c1ccc(Cl)cc1
assay / entry | 33 | 34 | 35 | 36 | 37 | 38 | 39 | 40
GLA spleen mod | -6% | 3% | -5% | -5% | 17% | -7% | · | 1%
HTT cytoprotect | 9% | -22% | -10%[10 µM] | -43%[10 µM] | 19%[10 µM] | 20% | · | 5%[10 µM]
Tau fibril ThT | -1% | -3% | 4µM* | -12% | 3% | -9% | 2% | ?
Tau fluor counter | 1% | 4% | ? | -4% | 1% | -9% | -5% | -26%
GAA inhib | 2% | 5% | · | · | -12% | -13% | · | -4%
GAA glycogen mod | 8% | -1% | -2% | 2% | 0% | 1% | -15%[76.3 µM] | -16%
GAA spleen mod | -10% | 9% | -5% | -6% | -15% | -7% | · | 1%
Tau fibril FP | -5% | -6% | ? | -3% | -2% | 10% | -4% | -11%

(41) CCn1c(=O)c(C(=O)Nc2ccccc2S(N)(=O)=O)c(O)c2ccccc21
(42) CCOc1cccc(OCCCNCCCOC)c1
(43) CCn1c(SCC(=O)N2CCCc3ccccc32)nnc1-c1c[nH]c2ccccc12
(44) Nc1nc(SCc2ccc([N+](=O)[O-])cc2)c2ncn([C@@H]3O[C@H](CO)[C@@H](O)[C@H]3O)c2n1
(45) Cc1ccc(NC(=O)c2c(C)oc3ccc(O)c(CN4CCCCC4)c23)c(C)c1
(46) Cc1[nH]c2ccc(-c3n[nH]c(=S)n3C)cc2c1C
(47) CCNC(=S)NN=C1c2ccccc2-c2ccccc21
assay / entry | 41 | 42 | 43 | 44 | 45 | 46 | 47
GLA spleen mod | -2% | -2% | -4% | 16% | · | 12% | -11%
HTT cytoprotect | -19% | 8% | -15% | -3% | · | -8% | -11%
Tau fibril ThT | -12% | -2% | -17% | -5% | ? | -13% | -8%
Tau fluor counter | -7% | 0% | -18% | -9% | -25% | -4% | ?
GAA inhib | 4% | -5% | ? | · | · | 7% | -10%
GAA glycogen mod | -14% | 2% | 6% | · | -1%[76.3 µM] | -14% | -19%
GAA spleen mod | 0% | -9% | -3% | 5% | · | 7% | -20%
Tau fibril FP | -1% | -2% | 4% | -14% | -6% | ? | -6%
